Screening results (PubChem BioAssay)
GSIS activator: primary screen for activators of insulin secretion dependent on glucose, INS-1E cells, GLuc reporter luminescence. AID 743287. actives 0.61% (n = 370,000). activation, % at 16.6 µM. INS-1E GLuc reporter insulin secretion, 2-3 h;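 active = lowest replicate activation of at least 40%, so every replicate reaches that level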;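 also: 0% = median of neutral control wells and 100% = median of IBMX positive control wells; some compounds called inactive have numbers as strong as hits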
Statin myotox sup: suppressors of simvastatin-induced myotoxicity in C2C12 myotubes | AID 602340 | actives 0.78% (n = 330,000) | rescue of ATP level, % at 7.49 µM | ATP luminescence, 48 h; scaled: DMSO 0, geranylgeraniol control 100;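 active = mean ATP rescue above about 67%, or every replicate alone reaching that limit, limit read from the data, passing the limit was not always enough; inconclusive = no clear call, values can overlap the other calls; inactive = mean under the limit and some replicate under it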;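 also: myotubes were challenged with 10 µM simvastatin during compound exposure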
FN deposition inh: fibronectin deposition inhibition. actives 0.086% (n = 350,000). AH1F fibroblasts, Alexa488-fibronectin deposition fluorescence, overnight. inhibition, % at 12.6 µM;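 active = mean inhibition across replicates of 30% or more, regardless of how many single replicates reach that level; inconclusive = mean under 30% yet at least half of replicates reach 30%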;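 also: positive control wells lacked labelled fibronectin entirely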
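Assay system: AH1F fibroblasts / Quantity: 10000 cells per well / Medium: DMEM plus 2% serum, read in PBS / Reagent: labelled fibronectin 24 nM / Dosing: single dose, pinned / Times: 1 h cell attachment, overnight exposure to compound and label / Signal: fluorescence, ex 485 nm, em 525 nm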
PglD DTNB: inhibitors of Campylobacter jejuni PglD acetyltransferase; purified PglD enzyme, DTNB colorimetric CoA detection; inhibition, % at 12.5 µM; actives 0.098% (n = 360,000); in the data active = inhibition above about 16%, passing the limit was not always enough; inconclusive = no clear call, values can overlap the other calls; also: strong numbers were not always called active
CFTR F508del cor: correctors of CFTR F508del function in bronchial epithelial cells | CFBE cells, YFP halide quenching; stimulated with forskolin plus potentiator P3; % fluorescence drop versus neutral controls | actives 0.36% (n = 350,000) | activity (quench increase), % at 7.58 µM;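 active = mean added fluorescence quench of at least 8% versus neutral control, with both replicates also reaching 8%; inconclusive = only one of the mean or replicate conditions met; inactive = mean below 8% and not both replicates reaching 8%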;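 also: cells transiently co-express mutant CFTR-F508del with the halide-sensitive YFP; corrector assay measuring rescue of mutant channel to the surface after 24 h compound exposure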
miR-122 sensor: miR-122 inhibition in Huh7 cells. activation (reporter increase), % at 12.5 µM. Huh7 miR-122 Renilla luciferase sensor, 48 h; neutral wells = 0, positive control = 100. actives 0.3% (n = 340,000). AID 602342;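 active = mean replicate activation score at least 90 and every replicate individually at or above 90; inconclusive = only one of the two criteria met; inactive = neither criterion met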;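 also: higher luciferase means less miR-122 activity so hits act as miR-122 inhibitors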
Cneo AK release: causes C. neoformans cell lysis | actives 0.2% (n = 360,000) | adenylate kinase release luminescence, 4 h; normalised: neutral wells 0, clomiphene wells 100 | AID 651654 | lysis activity, % at 15 µM;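 active = mean lysis activity across replicates of at least 80%, whatever share of replicates individually reach that level; inactive = mean lysis activity below 80%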
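Schedule: static 4 h at 37 °C with compound, 1 h detection; system: C. neoformans cells; benchmarks: Clomiphene as positive control; buffer or medium: fresh YPD medium; measure: luminescence rise reflecting yeast cell lysis; measured by: luminescent adenylate kinase detection reagent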
PGC1a acetyl inh: lowers PGC1a acetylation signal in U2OS cells; AlphaScreen anti-acetyl-lysine; with virally co-expressed GCN5 acetyltransferase; AID 651687; actives 0.17% (n = 350,000); inhibition, % at 15.6 µM;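 active = every replicate shows inhibition of at least 40%; inconclusive = mean inhibition at least 40% but some replicate below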;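 also: 0% = neutral control wells and 100% = positive control wells; some results beyond the cut were filed as inactive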
Active calls of the source: *; u = inconclusive; x = no result given; [ ] = another dose, or the depositor's remark.

SMILES	GSIS activator	Statin myotox sup	FN deposition inh	PglD DTNB	CFTR F508del cor	miR-122 sensor	Cneo AK release	PGC1a acetyl inh
CCCCc1c(C)nn(-c2nnc3c4ccccc4n(C)c3n2)c1C	x	-30	x	-2	x	-7	0	9
COC(=O)Cc1ccc(NC(=O)c2ccc(C(C)(C)C)cc2)cc1	-13	x	x	8	x	0	-14	-4
Cc1cc(C)nc(SCC(=O)N/N=C\c2sccc2C)n1	31	x	-9	x	x	3	x	-3
O=C(Nn1c(Cc2cccs2)nc2ccccc2c1=O)c1ccc(F)c(F)c1	x	x	-11	-6	x	8	-2	-10
COc1cccc(C(=O)Nc2ccc(-c3nnc(-c4ccco4)o3)cc2)c1	x	x	x	2	x	-3	1	4
COC(=O)Cc1c(O)ccn(Cc2ccccc2OC)c1=O	x	2	x	1	x	25	-1	2
CN=c1c([N+](=O)[O-])nn(-c2ccc3c(c2)OCCO3)n1O	-15	x	4	x	-2.5	x	x	1
COc1ccc(NC(=O)c2ccc3ccccc3c2OC)cc1	11	-16	7	4	-0.7	4	-11	-9
CC(C)CCN(C(=O)c1cc(=O)[nH]c2ccccc12)c1c(N)n(Cc2ccccc2)c(=O)[nH]c1=O	1	-11	x	2	2.4	x	1	3
CN(C)S(=O)(=O)c1cccc(NC(=O)Cc2ccc(-c3ccccc3)cc2)c1	-16	15	-1	0	-2.3	3	-3	1
CCCc1ccc(-c2cc(C(=O)NN3CCOCC3)c3ccccc3n2)cc1	-1	20	8	5	x	-9	-2	14
Cc1cccc(CNc2ncnc3ccc(-c4ccc5c(c4)OCCO5)cc23)c1	-16	-168	3	-3	-0.5	-9	2	-10
CC(=O)COC(=O)CCc1nc2ccccc2[nH]c1=O	1	-16	x	5	3.3	-6	-2	-8
COc1ccccc1CNS(=O)(=O)c1ccc(-c2cc(C)no2)cc1	-19	-45	-2	2	2.8	u	-3	4
CO[C@H]1CN(C)C(=O)c2cc(NC(=O)c3cccc(Oc4ccccc4)c3)ccc2OC[C@H](C)NC[C@H]1C	-6	-40	14	x	-3.9	-16[16.7 µM]	x	-17
COc1ccc(C2C(C#N)=C(N)Oc3n[nH]c(C)c32)cc1Cn1nc(C)c([N+](=O)[O-])c1C (stereo not drawn)	x	x	x	1	x	-6	0	-1
O=C(C[C@H]1CC[C@H]2[C@@H](COC[C@@H](O)CN2C(=O)Nc2cc(Cl)cc(Cl)c2)O1)NCC1CCCCC1	-7	-7	-10	4	-1.6	0[16.7 µM]	-3	-9
Cc1ccc(C(=O)NN(C)c2nc3ccccc3nc2C(F)(F)F)cc1	x	x	x	-6	x	-8	0	-6
C[C@@H](NC(=O)[C@@H]1[C@@H](CO)[C@@H]2Cn3c(cccc3=O)[C@@H]2N1CCC(F)(F)F)c1ccccc1	13	-6	-2	5	-1.7	-8[16.7 µM]	-2	3
C[C@@H]1CN([C@@H](C)CO)S(=O)(=O)c2ccc(C3=CCCCC3)cc2O[C@@H]1CN(C)C(=O)CN(C)C	3	-4	3	11	2.3	-15[16.7 µM]	7	-20
CN=C1SC(CC(=O)Nc2ccc(N3CCOCC3)cc2)C(=O)N1C (stereo not drawn)	x	19	x	1	x	-6	-1	-9
CC(Oc1cccc(Cl)c1)C(=O)NCc1ccc(S(N)(=O)=O)cc1 (stereo not drawn)	13	x	6	x	4.5	x	x	7
COc1ccc(NC(=O)N(C)C[C@H]2Oc3cc(C#CCN(C)C)ccc3S(=O)(=O)N([C@@H](C)CO)C[C@@H]2C)cc1	2	-11	3	-3	-0.6	9[16.7 µM]	-2	15
CN(C)c1ccc(NC(=O)c2ccc3nsnc3c2)cc1	x	-19	x	-2	x	-3	-3	8
CC(=O)N(C)C[C@H]1Oc2cc(Br)ccc2S(=O)(=O)N([C@@H](C)CO)C[C@H]1C	18	-10	5	-4	-0.3	8[16.7 µM]	-1	-5
COc1ccc(-c2ccc(C(=O)NCCc3ccccc3)c3occc23)c(C)c1	-5	0	4	-7	3.4	7	1	-4
COc1ccc(C(=O)NCC(=O)N/N=C/c2cccc(OC(=O)c3ccco3)c2)cc1OC	15	x	15	x	4.6	x	x	2
N#Cc1ccc(COC(=O)CN2C(=O)NC3(CCCC3)C2=O)cc1	11	8	3	3	-3.2	-13	0	2
O=C1CC(c2ccncc2)c2cc3c(cc2N1)OCO3 (stereo not drawn)	x	3	x	1	x	-5	-1	4
O=C(c1cccc(C(F)(F)F)c1)C1CCCN(Cc2ccc(OCCO)cc2)C1 (stereo not drawn)	12	x	-7	x	-0.3	x	x	-5
O=C(O)c1cc(OCc2ccccc2)cc(OCc2ccccc2)c1	0	-16	1	2	-0.9	x	0	8
Cc1cc(Br)ccc1NC(=O)CN1CCN(c2ccccn2)CC1	-18	0	1	3	-4.4	-8	1	5
COc1ccc2c(ccc[n+]2CC(=O)c2ccccc2)c1	9	-2	0	0	3.4	-4	1	6
COc1ccc(Cn2nnnc2CN2CCC(c3nc4ccccc4s3)CC2)cc1	x	x	x	4	x	-7	5	2
C/C(=N\NC(=O)c1ccncc1)c1ccc(N2CCOCC2)cc1	27	12	4	-7	-1.4	0	-2	5
COc1ccc(-c2nc3ccccn3c2/N=C/c2ccc(OC)c(OC)c2)cc1O	4	x	-1	0	x	-10	0	8
COC(=O)C1(C)CC1(c1ccccc1)c1ccccc1 (stereo not drawn)	6	3	1	3	-0.7	-3	0	-4
C[C@@H]1CN([C@H](C)CO)C(=O)c2cc(NC(=O)C3CCCCC3)ccc2O[C@@H]1CN(C)C	17	-1	x	-2	1.2	-4[16.7 µM]	-2	6
Cc1c(NC(=O)Nc2ccc(Cl)cc2)c(=O)n(-c2ccccc2)n1C	x	-3	x	2	x	0	0	12
CN1C(=O)c2cc(NC(=O)c3ccc(F)c(F)c3)ccc2OC[C@H]2O[C@@H](CC(=O)N[C@@H]3CCN(Cc4ccccc4)C3)CC[C@@H]21	-8	-3	-7	1	x	x	4	x
CC(C)CC#Cc1ccc2c(c1)O[C@H](CN(C)C(=O)Cc1ccccn1)[C@@H](C)CN([C@@H](C)CO)S2(=O)=O	-1	33	-11	-5	1.3	51[16.7 µM]	-1	-8
Cc1cn(C(C)C)c(=O)n(-c2ccccc2)c1=O	x	1	4	2	1.2	0	-2	x
Cc1ccc(-c2nnc3n2N=C(c2ccccc2Br)CS3)cc1	x	27	9	-9	x	3	10	x
CN1CCN(C(=O)C[C@@H]2CC[C@H]3[C@@H](COC[C@H](O)CN3C(=O)c3ccccc3F)O2)CC1	9	3	2	-5	-6.0	0[16.7 µM]	55	5
O=[N+]([O-])c1cccc2ccc(N3CCOCC3)nc12	11	-4	0	2	-2.5	-1	-3	x
CC(C)(C)OC(=O)N1CCCN(C(=O)Nc2cccc(Cl)c2)CC1	x	x	1	-5	-1.0	-1	1	-1
CC(C)(C)c1ccc(S(=O)(=O)N2CCCCC2C(=O)NCc2ccccn2)cc1 (stereo not drawn)	-13	-13	-3	0	0.5	-2	7	-13
COc1cc(NC(=O)Cn2cnc(S(=O)(=O)N3CCOCC3)c2)cc(OC)c1OC	-2	16	10	4	1.6	-1	1	4
NC(Cc1ccc(C(F)(F)F)cc1)c1csc(Nc2ccc(C(=O)NCCCO)cn2)n1 (stereo not drawn)	1	-2	-12	2	0.5	1	0	4
CCCC#Cc1ccc2c(c1)O[C@@H](CN(C)C(=O)CN(C)C)[C@@H](C)CN([C@@H](C)CO)S2(=O)=O	15	-2	-12	8	-1.0	-5[16.7 µM]	8	6
Cc1ccc(S(=O)(=O)Nc2ccc3c(c2)C(=O)N([C@@H](C)CO)C[C@@H](C)[C@@H](CN(C)S(=O)(=O)c2cn(C)cn2)O3)cc1	9	-17	x	1	-0.3	-4[16.7 µM]	-3	12
C=CCNC(=S)N1CCC2CC1c1c(Cl)cccc12 (stereo not drawn)	7	36	6	0	-3.7	7	-2	-11
O=C(COC(=O)c1cccc(OC(F)F)c1)Nc1cccc(S(=O)(=O)N2CCCC2)c1	-14	-6	-1	-2	-2.1	-7	0	1
Cc1ccc([C@@H]2CC(=O)[C@@H]3CN(S(=O)(=O)c4ccc(C)cc4)[C@H](c4ccccc4F)C[C@@H]3N2S(=O)(=O)c2ccc(C)cc2)cc1	6	-18	9	-4	-1.2	-7	1	1
COc1ccc(CCC(=O)Nc2ccc3c(c2)OCCO3)cc1	x	6	-4	-3	x	1	-1	-6
COc1ccccc1S(=O)(=O)N(C)C[C@H]1Oc2cc(/C=C/c3ccccc3)ccc2S(=O)(=O)N([C@H](C)CO)C[C@@H]1C	5	x	x	-2	3.3	43[16.7 µM]	32	22
CN(C)c1ccc(CNc2ncnc3sccc23)cc1	-16	-17	-8	-1	-0.7	-20	-6	-3
COc1ccc(C#Cc2ccc3c(c2)[C@H]2[C@H](CCN2C(=O)C2CCC2)[C@H](CO)N3)cc1	31	x	4	x	-1.0	x	x	-7
CCn1c(SCC(=O)NCCc2ccc(OC)c(OC)c2)nc2c([nH]c3ccccc32)c1=O	-2	15	-12	-2	2.0	1	0	x
CCN1C(=NCCc2ccccn2)N[C@@H](c2cccc(F)c2)C(C(=O)OC)=C1C	8	-1	-5	-5	-0.9	-3	-3	1

More structures:
SMILES	GSIS activator	Statin myotox sup	FN deposition inh	PglD DTNB	CFTR F508del cor	miR-122 sensor	Cneo AK release	PGC1a acetyl inh
CC(C)CC#Cc1cnc2c(c1)C(=O)N([C@@H](C)CO)C[C@H](C)[C@@H](CN(C)Cc1cncnc1)O2	-1	-7	-1	2	-2.5	2[16.7 µM]	-1	14
N#C/C(=C(/O)c1ccc(Br)s1)c1nc2ccccc2[nH]1	2	-120	3	6	10.0*	-3	-3	0
C[C@H]1CN([C@@H](C)CO)C(=O)c2cc(C#CCN(C)C)cnc2O[C@@H]1CN(C)C(=O)Nc1cccc(F)c1	6	-7	x	3	2.3	-7[16.7 µM]	113*	0
O=C(C1CC1)N1CCCCN2[C@H](CO)[C@H](c3ccc(C#CC4CCCC4)cc3)[C@H]2C1	-30	-61	x	-3	3.8	5[16.7 µM]	2	-15
C[C@@H]1CN([C@H](C)CO)C(=O)Cc2cc(NC(=O)CCCN(C)C)ccc2O[C@H]1CN(C)Cc1ccc(Oc2ccccc2)cc1	31	36	x	0	-1.4	-11[16.7 µM]	7	-1
CN(C)C(=O)c1ccc(-c2ccc([C@@H]3[C@@H](CO)N4CCCCN(C(=O)C5CCC5)C[C@H]34)cc2)cc1	x	x	x	4	-2.6	-25[16.7 µM]	0	2
O=c1[nH]c(N2CCN(Cc3ccc4c(c3)OCO4)CC2)nc2c1CCCC2	5	-2	-4	-3	-1.2	4	-2	0

Among those listed so far, these contain a CF3 group.
SMILES	GSIS activator	Statin myotox sup	FN deposition inh	PglD DTNB	CFTR F508del cor	miR-122 sensor	Cneo AK release	PGC1a acetyl inh
Cc1ccc(C(=O)NN(C)c2nc3ccccc3nc2C(F)(F)F)cc1	x	x	x	-6	x	-8	0	-6
C[C@@H](NC(=O)[C@@H]1[C@@H](CO)[C@@H]2Cn3c(cccc3=O)[C@@H]2N1CCC(F)(F)F)c1ccccc1	13	-6	-2	5	-1.7	-8[16.7 µM]	-2	3
O=C(c1cccc(C(F)(F)F)c1)C1CCCN(Cc2ccc(OCCO)cc2)C1 (stereo not drawn)	12	x	-7	x	-0.3	x	x	-5
NC(Cc1ccc(C(F)(F)F)cc1)c1csc(Nc2ccc(C(=O)NCCCO)cn2)n1 (stereo not drawn)	1	-2	-12	2	0.5	1	0	4
